PGC1a acetyl inh – modulators of PGC1a acetylation; inhibition, % at 15.6 µM; U2OS PGC1a acetylation, AlphaScreen anti-acetyl-lysine; with virally co-expressed GCN5 acetyltransferase; hit rate 0.17% among 350,000; AID 651687;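 active = every replicate shows inhibition of at least 40%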;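 also: 0% = neutral control wells and 100% = positive control wells; some results beyond the cut were filed as inactive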
LGR2 antag – Drosophila LGR2 receptor signaling inhibition | HEK293 LGR2, CRE-luciferase, bursicon-stimulated, 4 h | inhibition, % at 9.99 µM | hit rate 0.35% among 380,000 | AID 720647;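 active = drop in luminescence signal, shown as inhibition above about 50% in the replicate tests, limit read from the data, passing the limit was not always enough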;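 also: agonist challenge used bursicon conditioned medium at about half maximal strength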
FN deposition inh – fibronectin deposition inhibition | AH1F fibroblasts, Alexa488-fibronectin deposition fluorescence, overnight | inhibition, % at 12.6 µM | hit rate 0.086% among 350,000;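 active = mean inhibition across replicates of 30% or more, regardless of how many single replicates reach that level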;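 also: positive control wells lacked labelled fibronectin entirely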
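Material: AH1F fibroblast monolayer depositing Alexa488-labelled fibronectin into matrix | Input: 10000 AH1F cells/well | Medium: DMEM plus 2% serum, read in PBS | Reagent: Alexa488-fibronectin, 24 nM final in well | Compound dosing: One dose per compound, pinned | Schedule: 1 h adhesion, overnight exposure | Measured by: Fluorescence at 485 nm excitation, 525 nm emission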
S100A4 inh HTS – blocks human S100A4 binding to myosin IIA peptide; P26447; S100A4/TAMRA-MyoIIA peptide fluorescence polarization; inhibition, % at 10.7 µM; hit rate 0.14% among 360,000; AID 652163;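 active = mean inhibition of at least 70% across replicates, with every replicate also reaching that level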
Target sequence (P26447 whole entry, looked up): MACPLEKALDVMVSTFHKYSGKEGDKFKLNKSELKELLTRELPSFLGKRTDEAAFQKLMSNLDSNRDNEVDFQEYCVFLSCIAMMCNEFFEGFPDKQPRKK
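Assay system: human S100A4 monomer with TAMRA-labelled myosin IIA peptide / Buffer or medium: Calcium-containing HEPES buffer, pH 7.2 / Reagent: TAMRA-labelled myosin IIA heavy-chain peptide probe, 5 nM / Compound: one dose per compound / Timing: polarization read 5 min after assay mix addition, stable 5–60 min / Benchmarks: neutral control DMSO, positive control TFP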
EWS-Fli inh – EWS/Fli transcriptional activity inhibition; A673 NR0B1-luciferase reporter, viability-normalised; inhibition, % at 12.6 µM; hit rate 0.67% among 350,000;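 active = mean inhibition of at least 50% after viability correction, with every replicate also passing that limit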;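 also: firefly luciferase signal divided by Alamar Blue viability fluorescence both relative to DMSO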
ERAP1 HTS inh – ERAP1 (human) enzyme inhibition. Q9NZ08. recombinant ERAP1, Leu-AMC fluorescence, 60 min. inhibition, % at 10.7 µM. hit rate 0.15% among 340,000. AID 652197;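 active = mean replicate inhibition of at least 30%, or all replicates individually reaching that 30% level; inactive = mean below 30% and not every replicate reaching it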;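 also: 0% = neutral control wells and 100% = L-leucinethiol positive control wells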
Target sequence (Q9NZ08 whole entry, looked up): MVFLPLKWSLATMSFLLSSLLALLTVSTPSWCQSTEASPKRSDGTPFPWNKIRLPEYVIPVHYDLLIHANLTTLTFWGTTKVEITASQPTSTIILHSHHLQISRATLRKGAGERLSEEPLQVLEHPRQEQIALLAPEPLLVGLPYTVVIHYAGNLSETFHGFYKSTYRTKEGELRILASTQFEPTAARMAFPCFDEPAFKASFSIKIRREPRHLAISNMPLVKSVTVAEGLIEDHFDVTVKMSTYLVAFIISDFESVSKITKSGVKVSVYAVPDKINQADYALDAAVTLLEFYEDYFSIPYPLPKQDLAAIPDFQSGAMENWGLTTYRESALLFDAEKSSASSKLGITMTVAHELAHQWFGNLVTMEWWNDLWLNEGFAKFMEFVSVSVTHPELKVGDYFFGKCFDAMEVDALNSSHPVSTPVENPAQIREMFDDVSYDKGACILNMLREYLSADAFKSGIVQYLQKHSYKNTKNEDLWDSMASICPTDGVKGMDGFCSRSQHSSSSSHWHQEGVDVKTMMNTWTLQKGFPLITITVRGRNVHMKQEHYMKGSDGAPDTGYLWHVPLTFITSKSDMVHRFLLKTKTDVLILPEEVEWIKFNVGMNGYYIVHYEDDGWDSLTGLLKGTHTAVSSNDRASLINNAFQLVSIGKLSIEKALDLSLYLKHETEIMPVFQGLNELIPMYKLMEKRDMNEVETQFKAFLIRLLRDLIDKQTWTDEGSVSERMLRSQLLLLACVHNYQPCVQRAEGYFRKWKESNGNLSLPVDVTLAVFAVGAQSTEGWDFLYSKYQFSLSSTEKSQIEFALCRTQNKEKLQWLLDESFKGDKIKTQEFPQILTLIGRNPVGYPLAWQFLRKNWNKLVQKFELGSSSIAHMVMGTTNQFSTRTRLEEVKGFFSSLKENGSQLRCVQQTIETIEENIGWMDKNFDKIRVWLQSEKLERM
PAX8 inh HTS – inhibitors of PAX8 transcriptional activity in RMG-I cells | RMG-I TPO-luciferase reporter, SteadyGlo, 24 h | inhibition, % at 12.6 µM | hit rate 1.2% among 360,000 | AID 652154;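 active = mean replicate inhibition at least 60% with every replicate also reaching 60%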;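 also: luciferase light reporting Pax8 driven TPO promoter activity; plate controls were median of neutral control wells for no effect and mitoxantrone controls for full effect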
PglD inh – inhibitors of Campylobacter jejuni PglD acetyltransferase. purified PglD enzyme, DTNB colorimetric CoA detection. inhibition, % at 12.5 µM. hit rate 0.098% among 360,000; in the data active = inhibition above about 16%, passing the limit was not always enough; also: strong numbers were not always called active
Numbers without * were called inactive; nt = not tested or not shown.

no.	SMILES	PGC1a acetyl inh	LGR2 antag	FN deposition inh	S100A4 inh HTS
1	COc1cc(OC)cc(C(=O)NNS(=O)(=O)c2ccc(F)cc2)c1	-3.8	-4.9	-2.6	-1.4
2	Cc1cc(-c2ccc(C(C)C)c(S(=O)(=O)N3CCC(C)CC3)c2)on1	-8.9	-2.8	-0.8	-2.0
3	Cn1nc(C(=O)NCc2cccs2)c2ccccc2c1=O	-11.9	7.7	3.6	-0.4
4	O=C(Nc1cc(F)ccc1F)N1CCCCN2[C@H](C1)[C@H](c1ccc(-c3ccncc3)cc1)[C@@H]2CO	2.6	2.7	nt	13.2
5	O=C(NCCS(=O)(=O)N1CCN(c2ccccc2)CC1)C1CC(=O)N(c2ccc(F)cc2)C1 (stereo unspecified)	-4.3	-3.4	-6.9	-3.8
6	NS(=O)(=O)c1ccc(-n2ncc3c(=O)[nH]c(SCC(=O)Nc4nccs4)nc32)cc1	4.8	9.4	6.8	-3.6
7	Cc1ccc(-c2nnc(SCC(=O)N/N=C/c3c(C)nn(-c4ccccc4)c3C)n2-c2ccccc2)cc1	nt	18.0	10.5	5.0
8	CC1(C)c2[nH]c3ccccc3c2C[C@H]2C(=O)N(CCCO)CC(=O)N21	-4.4	-27.5	3.5	0.2

no.	EWS-Fli inh	ERAP1 HTS inh	PAX8 inh HTS	PglD inh
1	4.0	-1.6	-7.3	-2.2
2	14.9	-1.9	23.3	2.9
3	15.2	-0.8	19.7	-2.8
4	-0.8	-2.5	1.8	3.4
5	-1.9	-0.5	7.4	0.6
6	-4.7	6.9	10.8	-4.6
7	-0.2	2.3	9.0	nt
8	8.6	-2.0	9.5	-5.2

Look-ups from the results shown.
no. 7 in ERAP1 HTS inh is entered as 2.3
no. 4 in ERAP1 HTS inh is entered as -2.5

Next section.
no.	SMILES	PGC1a acetyl inh	LGR2 antag	FN deposition inh	S100A4 inh HTS
9	CCCC#Cc1ccc2c(c1)O[C@@H](CN(C)C(=O)C1CCC1)[C@H](C)CN([C@H](C)CO)S2(=O)=O	-3.1	10.5	4.5	-10.7
10	CCc1ccc(NC(=O)Cn2nnc(C(=O)NCc3cccs3)c2N)cc1	nt	-0.3	9.8	0.1
11	O=S1(=O)CC(N2CCN(c3ccccn3)CC2)CN1C1CCCCC1 (stereo unspecified)	-2.7	-9.9	-7.8	11.3
12	CN(C)CCN(C(=O)c1ccc2ccccc2c1)c1nc2ccc(Br)cc2s1	-0.8	-12.0	5.6	-3.3
13	CCOC(=O)N1CCC(N2CCN(Cc3ccc(C)o3)C(CCO)C2)CC1 (stereo unspecified)	5.2	13.3	-15.2	0.2
14	CC(=O)Nc1ccc(NC(=O)C(C)OC(=O)C23CC4CC(CC(Cl)(C4)C2)C3)cc1 (stereo unspecified)	7.6	-8.9	-23.1	0.7
15	Cc1cccc(NC(=O)c2ccc(OCc3c(C)noc3C)cc2)n1	-3.6	-11.3	-1.2	-11.4
16	O=C(NC[C@@H]1[C@@H](c2ccccc2)[C@@H](CO)N1Cc1cccnc1)C1CCCC1	nt	-8.5	-13.9	-2.4

no.	EWS-Fli inh	ERAP1 HTS inh	PAX8 inh HTS	PglD inh
9	19.2	2.2	nt	-2.5
10	-10.1	11.2	-6.1	nt
11	-2.8	4.1	-0.7	-5.3
12	nt	-0.6	-19.4	-8.0
13	9.1	0.6	4.5	-0.7
14	-2.4	0.8	32.6	-1.5
15	-15.9	0.8	-18.9	-2.4
16	14.5	-1.2	nt	nt

Retrieved one by one from the list above, 2 records:
no.	SMILES	PGC1a acetyl inh	LGR2 antag	FN deposition inh	S100A4 inh HTS
13	CCOC(=O)N1CCC(N2CCN(Cc3ccc(C)o3)C(CCO)C2)CC1 (stereo unspecified)	5.2	13.3	-15.2	0.2
7	Cc1ccc(-c2nnc(SCC(=O)N/N=C/c3c(C)nn(-c4ccccc4)c3C)n2-c2ccccc2)cc1	nt	18.0	10.5	5.0

no.	EWS-Fli inh	ERAP1 HTS inh	PAX8 inh HTS	PglD inh
13	9.1	0.6	4.5	-0.7
7	-0.2	2.3	9.0	nt

The listing continues:
no.	SMILES	PGC1a acetyl inh	LGR2 antag	FN deposition inh	S100A4 inh HTS
17	COc1ccc(C2CCCN2C(=O)Nc2ccccc2)cc1OC (stereo unspecified)	-2.0	-11.5	3.4	7.4
18	CCOC(=O)c1c(C)[nH]c(C(=O)OCC(=O)Nc2ccc(Cl)cn2)c1C	-3.9	4.5	6.0	-10.5
19	CN(C)S(=O)(=O)c1ccc2nnn(O)c2c1	-6.1	nt	2.3	-1.0
20	CCCCCCCn1c(NC(=O)CC)nc2ccccc21	-2.6	7.0	7.8	2.2
21	CC(C)(C)C1CCN2CCCC(c3ccc([N+](=O)[O-])cc3)(C1)C21OCCO1 (stereo unspecified)	nt	6.4	-6.3	-4.6
22	CCN1CCN(C(=O)C2CCN(S(=O)(=O)N3CCC4(CC3)OCCO4)CC2)CC1	9.6	7.3	-0.5	0.2
23	O=C(CNC(=O)COc1ccccc1)NCc1cccnc1	2.4	16.1	9.0	1.5
24	CCCCN1C=CC(=C2N=c3cccc([N+](=O)[O-])c3=N2)C=C1	nt	23.5	2.7	-0.7

no.	EWS-Fli inh	ERAP1 HTS inh	PAX8 inh HTS	PglD inh
17	-12.5	-0.6	-30.7	-5.2
18	-1.6	-0.1	-1.4	-2.8
19	1.3	3.2	-5.9	-3.3
20	40.5	nt	49.4	6.3
21	-1.5	-4.6	-3.8	nt
22	-0.8	-1.9	3.9	-5.5
23	1.4	3.0	-17.6	0.7
24	-14.1	6.4	-27.7	nt

Remaining list, next part:
no.	SMILES	PGC1a acetyl inh	LGR2 antag	FN deposition inh	S100A4 inh HTS
25	CC1CCCN(C(=O)C2CC(=O)N(c3ccc(Cl)cc3)C2)C1 (stereo unspecified)	nt	-3.9	-5.5	0.3
26	O=C(CN(CC1CCCO1)C(=O)CNS(=O)(=O)c1ccccc1)NCc1ccco1 (stereo unspecified)	nt	-11.0	-1.8	-5.8
27	Cc1ccn2c(=O)nc(SCC(=O)OCc3ccccc3)nc2c1	nt	5.8	-6.2	1.2
28	CCN(CC(=O)NCc1ccc(F)cc1)C(=O)CN1CCN(c2ccc(OC)cc2)CC1	nt	-16.9	-0.5	0.9
29	CCc1cc(C(=O)OC)c(NC(=O)CC2Nc3cc(C)c(C)cc3NC2=O)s1 (stereo unspecified)	nt	-7.0	-5.0	7.6
30	O=C(C[C@H]1C[C@H]2c3cc(NC(=O)Cc4ccncc4)ccc3O[C@H]2[C@H](CO)O1)NCCN1CCCCC1	5.8	18.0	nt	-1.0
31	CCCOc1ccc(C(=O)CCN2CCN(C(=O)OCC)CC2)cc1	42.9	-13.6	9.8	0.6
32	C[C@@H]1CN([C@@H](C)CO)C(=O)Cc2cc(NC(=O)Nc3ccc(F)cc3)ccc2O[C@H]1CN(C)Cc1ccc(Cl)c(Cl)c1	8.9	7.9	2.0	8.7

no.	EWS-Fli inh	ERAP1 HTS inh	PAX8 inh HTS	PglD inh
25	-4.9	1.0	-0.2	1.9
26	8.6	-0.5	33.8	nt
27	6.2	-0.1	-7.8	-0.3
28	2.6	4.7	0.2	0.8
29	-13.6	-0.7	-25.9	nt
30	-4.8	-0.4	0.6	-3.3
31	3.0	1.7	33.9	-3.2
32	39.8	-4.1	105.3*	2.2

(further entries)
no.	SMILES	PGC1a acetyl inh	LGR2 antag	FN deposition inh	S100A4 inh HTS
33	CC(C)(C)C(=O)NC(CC(=O)O)c1ccccc1 (stereo unspecified)	nt	10.9	10.3	-0.3
34	COc1ccccc1C(O)c1ncc(-c2cccc(C(F)(F)F)c2)[nH]1 (stereo unspecified)	4.7	15.6	-1.8	-8.7
35	CCn1c(SCc2nc(-c3ccccc3)no2)nc2ccccc21	-2.8	-1.5	0.6	4.5
36	C[C@H](CO)N1C[C@H](C)[C@@H](CN(C)S(=O)(=O)c2cccc(F)c2)Oc2ncc(C#CC3(O)CCCC3)cc2C1=O	-16.4	10.7	-16.9	-55.8
37	Cc1noc(C)c1S(=O)(=O)Nc1ccc2c(c1)C(=O)N([C@H](C)CO)C[C@H](C)[C@H](CN(C)C(=O)NC(C)C)O2	-0.2	-5.6	-2.2	7.3
38	CO[C@@H]1CN(C)C(=O)c2cc(NC(=O)NC(C)C)ccc2OC[C@H](C)N(C(=O)NC(C)C)C[C@@H]1C	nt	-16.0	-0.8	nt
39	COc1cccc(CN2CCN(Cc3cccn3-c3cccnc3)CC2CCO)c1 (stereo unspecified)	nt	-5.5	-2.6	0.5
40	COC(=O)c1c(NC(=O)CSc2ncnc3[nH]ncc23)sc2c1CCC2	6.8	12.1	-4.4	4.7

no.	EWS-Fli inh	ERAP1 HTS inh	PAX8 inh HTS	PglD inh
33	-7.0	-2.7	-7.3	0.5
34	6.4	5.1	3.8	-7.2
35	-3.5	-2.5	-3.5	0.0
36	9.2	-3.7	nt	-1.5
37	-2.5	0.9	nt	-2.3
38	1.7	nt	-15.7	nt
39	11.5	-2.2	-4.3	nt
40	20.8	2.1	1.8	nt

Compound profiles, from the list above:
C[C@H](CO)N1C[C@H](C)[C@@H](CN(C)S(=O)(=O)c2cccc(F)c2)Oc2ncc(C#CC3(O)CCCC3)cc2C1=O is listed with PGC1a acetyl inh = -16.4; LGR2 antag = 10.7; FN deposition inh = -16.9; S100A4 inh HTS = -55.8; EWS-Fli inh = 9.2; ERAP1 HTS inh = -3.7; PAX8 inh HTS = nt; PglD inh = -1.5
COc1cccc(CN2CCN(Cc3cccn3-c3cccnc3)CC2CCO)c1 (stereo unspecified) is listed with PGC1a acetyl inh = nt; LGR2 antag = -5.5; FN deposition inh = -2.6; S100A4 inh HTS = 0.5; EWS-Fli inh = 11.5; ERAP1 HTS inh = -2.2; PAX8 inh HTS = -4.3; PglD inh = nt

Additional records.
no.	SMILES	PGC1a acetyl inh	LGR2 antag	FN deposition inh	S100A4 inh HTS
41	O=C(NC(=S)Nc1ccc(Cc2ccncc2)cc1)c1ccc(F)cc1	nt	5.5	-8.1	2.9
42	CCCC(=O)N1CCC2(CC1)CN(C(=O)C1CC1)[C@@H](CO)c1[nH]c3cc(OC)ccc3c12	nt	-15.6	nt	9.2
43	CC(=O)OCc1cc(-c2nn(C)c(=O)c3ccccc23)ccc1C	-26.4	-18.7	-12.0	-4.3
44	COCC(=O)N(C)C[C@H]1Oc2ncc(C#CCC3CCCC3)cc2C(=O)N([C@H](C)CO)C[C@@H]1C	7.5	5.5	1.6	-7.6
45	CC(C)NC(=O)N1CCCCN2[C@H](CO)[C@@H](c3ccc(C#C[C@@H](C)O)cc3)[C@@H]2C1	-0.6	-0.3	nt	6.5
46	C/C=C/c1ccc([C@@H]2[C@@H](CO)N(C(C)=O)[C@@H]2CN(C)S(C)(=O)=O)cc1	0.0	-11.1	-11.9	nt
47	CS(=O)(=O)Nc1ccc2c(c1)[C@H]1C[C@@H](CC(=O)NCc3ccccn3)O[C@H](CO)[C@H]1O2	5.0	21.6	nt	1.2
48	COc1cc(C(=O)Nc2cc(Cl)ccc2C)c(-n2cnnn2)cc1OC	8.7	nt	-3.5	nt

no.	EWS-Fli inh	ERAP1 HTS inh	PAX8 inh HTS	PglD inh
41	6.4	2.5	-5.5	nt
42	-3.7	2.9	14.8	nt
43	3.0	3.1	-18.7	nt
44	-1.4	2.1	nt	-36.6
45	-13.3	5.9	-20.7	-1.6
46	-1.7	nt	1.2	-4.1
47	-1.0	-1.2	-10.6	3.0
48	nt	nt	20.0	-2.3
